PTPN22 inh 2 – PTPN22 phosphatase inhibitors, primary screen, biochemical, DiFMUP fluorescence, 2 µM | recombinant LYP catalytic domain | inhibition, % at 2 µM | 0.21% of 96,000 active | Tyrosine-protein phosphatase non-receptor type 22 (Homo sapiens), Q9Y2R2;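 active = inhibition at 2 µM at or above a set limit, the screen mean plus 3 SD, cut at about 24% in these data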;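 also: 0% = DMSO with enzyme and 100% = enzyme fully blocked by orthovanadate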
CYP2C9 activ – human CYP2C9 activators, primary screen, biochemical, luminescence; activation factor at 5 µM; recombinant CYP2C9, luciferin-H conversion; hits give high values; factor 1 = untreated enzyme, 0 = blocked; 1.4% of 96,000 active; AID 1024, 2008;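 active = activation factor of 2 or more for CYP2C9 at a 5 µM dose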;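 also: 0 = sulfaphenazole-blocked wells and 1 = vehicle-only wells; values of inactives mirror those of a sister screen read the other way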
Target sequence (P11712 whole entry, looked up): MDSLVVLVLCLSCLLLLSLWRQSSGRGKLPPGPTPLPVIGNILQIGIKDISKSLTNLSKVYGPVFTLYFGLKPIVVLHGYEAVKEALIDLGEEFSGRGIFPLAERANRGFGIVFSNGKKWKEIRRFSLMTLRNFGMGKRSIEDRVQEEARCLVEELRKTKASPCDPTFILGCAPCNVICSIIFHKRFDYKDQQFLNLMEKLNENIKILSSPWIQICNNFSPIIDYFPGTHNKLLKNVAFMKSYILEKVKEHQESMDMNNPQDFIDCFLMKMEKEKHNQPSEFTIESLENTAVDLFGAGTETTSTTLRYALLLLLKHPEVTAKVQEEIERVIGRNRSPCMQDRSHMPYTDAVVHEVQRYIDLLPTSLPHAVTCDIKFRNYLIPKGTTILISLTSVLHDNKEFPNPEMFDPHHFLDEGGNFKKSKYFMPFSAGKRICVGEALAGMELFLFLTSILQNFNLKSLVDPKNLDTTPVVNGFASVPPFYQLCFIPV
Pyk2 oligo antag – antagonists of Pyk2 self-association, primary screen, Q293 cells, FERM NanoBiT luminescence, HTS; AID 1347419, 2020; Protein-tyrosine kinase 2-beta (Homo sapiens), Q14289; z-score (the deposit names both 25 µM and 10 µM); hits give low values; 0.83% of 99,000 active;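 active = Z-score of -3 or lower, scaled per plate to the spread of control and sample wells; inactive = z-score above -3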;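 also: negative z-score means lost luminescence so less FERM oligomerization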
DAT uptake mod – changed hDAT dopamine uptake under cocaine IC80, either direction, primary screen, cocaine antagonist project, cell-based, LLC-PK1 hDAT, [14C]-dopamine uptake, MLSMR; LLC-PK1 hDAT cells, [14C]-dopamine uptake with cocaine IC80; actives deviate in either direction; B-score at 10 µM; 1.3% of 110,000 active; AID 449768, 2010;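 active = Z score or B-score, a plate-position-corrected score, falls beyond the plate's 99.7% confidence bounds, in either direction; inactive = both scores lie inside the 99.7% bounds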;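 also: scored against the spread of the other compound wells on the same plate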
PostGolgi yeast – phenotypic screen on post-Golgi transport, primary screen; post-Golgi transport phenotypic cell assay; inhibition, % at 10 µM; 0.9% of 98,000 active; AID 739, 2007;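 also: yeast cells grown in 1536-well plates; yeast grown about 18 h at 30C before absorbance read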
PostGolgi ctrl – growth inhibition of yeast control strain, primary screen, counter-screen for post-Golgi transport modulator project. 5% of 98,000 active. efflux-deficient yeast background strain, growth absorbance A615, 16 h. inhibition, % at 10 µM
CYP2C9 inh – blockers of cytochrome P450 2C9 activity – biochemical, luminescence, ADME assay, primary screen | P11712 | CYP2C9 Supersomes, luciferin-H conversion | inhibition, % at 5 µM | 20% of 96,000 active | AID 777, 2007;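 active = blocking of liver enzyme CYP2C9 beyond about 50% at 5 µM, limit read from the data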; also: values of inactives mirror those of a sister screen read the other way
E coli WT exp – growth inhibitors of wild-type E. coli, primary screen, strain BW25113, expanded library, OD600; OD600 absorbance; growth inhibition, % at 100 µM; 0.15% of 98,000 active; AID 710, 2007;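 active = growth inhibition above about 50% at one test dose, limit read from the data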;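 also: growth measured after 20 h incubation at 37 °C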
PTPN22 act – LYP phosphatase activators, primary screen, biochemical, DiFMUP fluorescence, 2 µM; Tyrosine-protein phosphatase non-receptor type 22 (Homo sapiens), Q9Y2R2; 0.11% of 96,000 active; activation, % at 2 µM; AID 697, 2007; recombinant LYP; 0 = plate median, 100 = signal doubled;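 active = activation at 2 µM above a set limit, the mean plus 5 SD, cut at about 37% in these data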
Starred values were filed as active, the others as inactive. Rule as the data show it, unless noted: active = inhibition above about 30%; inactive = the rest.

What do the screens show for `Cc1ccc(NC(=O)C2C3CC4OC(=O)C2C4C3)cc1Cl` (centres undefined)?
PTPN22 inh 2: 3.2; CYP2C9 activ: 1.2; Pyk2 oligo antag: -0.22; DAT uptake mod: 0.113; PostGolgi yeast: -2.8; PostGolgi ctrl: -2.0; CYP2C9 inh: -16.3; E coli WT exp: 2.0; PTPN22 act: -6.1

Results for Cc1ccc(CN2CC(C(=O)Nc3ccc(S(=O)(=O)Nc4cc(C)nc(C)n4)cc3)CC2=O)cc1 (centres undefined) ?
PTPN22 inh 2: -2.0; CYP2C9 activ: 0.7; Pyk2 oligo antag: 0.84; DAT uptake mod: 0.199; PostGolgi yeast: -20.4; PostGolgi ctrl: 32.5*; CYP2C9 inh: 30.3; E coli WT exp: 5.0; PTPN22 act: 0.0

How did Cc1cc(=O)[nH]c2n[nH]c(-c3ccccc3)c12 do in these assays?
PTPN22 inh 2: -23.9; CYP2C9 activ: 1.1; Pyk2 oligo antag: 0.8; DAT uptake mod: -1.35; PostGolgi yeast: 1.9; PostGolgi ctrl: -0.5; CYP2C9 inh: -14.7; E coli WT exp: 10.0; PTPN22 act: 22.0

How did COc1cc(C(=O)OCC(=O)Nc2cc(C)on2)cc(OC)c1OC do in these assays?
PTPN22 inh 2: -1.7; CYP2C9 activ: 0.9; Pyk2 oligo antag: 1.41; DAT uptake mod: 0.516; PostGolgi yeast: 4.8; PostGolgi ctrl: 0.3; CYP2C9 inh: 10.6; E coli WT exp: -2.0; PTPN22 act: 3.5

Results for Cc1cc(N2CCOCC2)nc2ccccc12 ?
PTPN22 inh 2: 2.9; Pyk2 oligo antag: -0.09; DAT uptake mod: -0.683; PTPN22 act: -3.2

What do the screens show for `NC1=NC(=O)C2(COC(c3ccccc3Cl)OC2)S1` (centres undefined)?
PTPN22 inh 2: 0.2; Pyk2 oligo antag: 0.37; DAT uptake mod: 0.16; PTPN22 act: -0.6

What do the screens show for `COc1ccc(C(=O)NCCc2cn3ccc(C)cc3n2)cc1`?
PTPN22 inh 2: 0.0; CYP2C9 activ: 0.8; DAT uptake mod: 0.0849; PostGolgi yeast: 0.2; PostGolgi ctrl: -0.8; CYP2C9 inh: 24.4; E coli WT exp: -2.0; PTPN22 act: -0.9

Results for Cc1cc(C)nc(SCc2nnc(SCC(=O)Nc3ncc(C)s3)n2Cc2ccco2)n1 ?
PTPN22 inh 2: 4.5; Pyk2 oligo antag: -0.35; DAT uptake mod: 0.654; PostGolgi yeast: -3.3; PostGolgi ctrl: 0.6; E coli WT exp: -4.0; PTPN22 act: 1.6

Results for O=C(c1cccs1)c1no[n+]([O-])c1C(=O)c1cccs1 ?
PTPN22 inh 2: 91.5*; CYP2C9 activ: 0.6; Pyk2 oligo antag: -0.31; DAT uptake mod: -0.573; PostGolgi yeast: 0.5; PostGolgi ctrl: 6.1; CYP2C9 inh: 37.1; E coli WT exp: 36.0; PTPN22 act: -91.3

Results for Cc1cc(C)nc(SC2CCOC2=O)n1 (centres undefined) ?
PTPN22 inh 2: 2.6; CYP2C9 activ: 1.2; Pyk2 oligo antag: 0.79; DAT uptake mod: 1.08; PostGolgi yeast: -16.1; PostGolgi ctrl: 4.6; CYP2C9 inh: -22.9; E coli WT exp: 1.0; PTPN22 act: -6.6

What do the screens show for `Cc1ccc(C)c(NC(=O)C2CCCN2C(=O)OC(C)(C)C)c1` (centres undefined)?
PTPN22 inh 2: -0.4; CYP2C9 activ: 1; Pyk2 oligo antag: 0.29; DAT uptake mod: -0.702; PostGolgi yeast: -1.3; PostGolgi ctrl: -3.7; CYP2C9 inh: -1.5; E coli WT exp: -1.0; PTPN22 act: -0.2

What do the screens show for `COc1ccc(CNc2nc(-c3cccnc3)nn2C(=O)c2ccco2)cc1`?
PTPN22 inh 2: -2.2; CYP2C9 activ: 0.5; Pyk2 oligo antag: -0.04; DAT uptake mod: -1.11; PostGolgi yeast: -11.6; PostGolgi ctrl: -3.1; CYP2C9 inh: 53.2*; E coli WT exp: -3.0; PTPN22 act: 1.5

How did O=C(COc1ncnc2ccccc12)NC1CCS(=O)(=O)C1 (centres undefined) do in these assays?
PTPN22 inh 2: -3.7; CYP2C9 activ: 1; Pyk2 oligo antag: -0.02; DAT uptake mod: -0.866; PostGolgi yeast: -6.1; PostGolgi ctrl: 4.4; CYP2C9 inh: -0.4; E coli WT exp: -6.0; PTPN22 act: 2.4

Results for O=C(C(c1ccccc1)N1CCOCC1)N1CCOCC1 (centres undefined) ?
PTPN22 inh 2: -18.8; CYP2C9 activ: 1; Pyk2 oligo antag: -1.07; DAT uptake mod: -0.269; PostGolgi yeast: 4.2; PostGolgi ctrl: 11.4; CYP2C9 inh: -0.5; E coli WT exp: -12.0; PTPN22 act: 21.6

Results for O=C(Oc1ccc(-c2cnc3ccccc3n2)cc1)c1ccco1 ?
PTPN22 inh 2: 5.6; CYP2C9 activ: 0.9; Pyk2 oligo antag: -1.04; DAT uptake mod: -0.831; PostGolgi yeast: -4.7; PostGolgi ctrl: -7.0; CYP2C9 inh: 10.1; E coli WT exp: -7.0; PTPN22 act: -7.4

How did CCOc1ccccc1-n1c(N)c(C(N)=O)sc1=S do in these assays?
PTPN22 inh 2: 0.6; CYP2C9 activ: 1.1; Pyk2 oligo antag: 1.08; DAT uptake mod: -2.93; PostGolgi yeast: 8.2; PostGolgi ctrl: 8.0; CYP2C9 inh: -8.0; E coli WT exp: -3.0; PTPN22 act: 1.1

What do the screens show for `C=C(C)CN1CCN(c2c(CCC#N)c(C)c(C#N)c3nc4ccccc4n23)CC1`?
CYP2C9 activ: 0.8; Pyk2 oligo antag: 1.44; DAT uptake mod: -0.485; PostGolgi yeast: -0.5; PostGolgi ctrl: 1.2; CYP2C9 inh: 20.4; E coli WT exp: -3.0

How did COC(=O)c1ccc(CC(=O)c2c(C)cc(O)cc2O)o1 do in these assays?
PTPN22 inh 2: 0.8; CYP2C9 activ: 0.4; Pyk2 oligo antag: -0.65; DAT uptake mod: 0.0792; PostGolgi yeast: 4.6; PostGolgi ctrl: 2.9; CYP2C9 inh: 60.5*; E coli WT exp: 3.0; PTPN22 act: -0.5

What do the screens show for `COC(=O)c1c(N)sc2c1CCN(c1ncc(C(F)(F)F)cc1Cl)C2`?
PTPN22 inh 2: -7.4; CYP2C9 activ: 0.7; Pyk2 oligo antag: 0.61; DAT uptake mod: 0.251; PostGolgi yeast: -1.4; PostGolgi ctrl: 16.7; CYP2C9 inh: 29.1; E coli WT exp: 0.0; PTPN22 act: 4.7

Results for COc1cc(Br)cc(-c2nc3c(c(=O)[nH]c(=O)n3Cc3ccccc3)n2C)c1O ?
CYP2C9 activ: 0.7; Pyk2 oligo antag: -1.29; DAT uptake mod: 0.0962; PostGolgi yeast: 1.6; PostGolgi ctrl: 17.3; CYP2C9 inh: 29.0; E coli WT exp: 1.0

What do the screens show for `Cc1ccc(NC(=S)Nc2nc(CC(=O)Nc3ccccc3)cs2)cc1`?
PTPN22 inh 2: 9.0; CYP2C9 activ: 0.7; Pyk2 oligo antag: -1.05; DAT uptake mod: -0.221; PostGolgi yeast: 14.0; PostGolgi ctrl: -7.0; CYP2C9 inh: 27.7; E coli WT exp: -15.0; PTPN22 act: -7.3

How did O=C(NCc1ccc(F)cc1)c1noc2c1CCCC2 do in these assays?
PTPN22 inh 2: -11.7; CYP2C9 activ: 0.9; Pyk2 oligo antag: 1.46; DAT uptake mod: 0.195; PostGolgi yeast: 3.1; PostGolgi ctrl: -0.6; CYP2C9 inh: 14.9; E coli WT exp: 6.0; PTPN22 act: 9.7

How did Cc1ccc(COc2coc(CO)cc2=O)cc1 do in these assays?
PTPN22 inh 2: 7.0; CYP2C9 activ: 0.9; Pyk2 oligo antag: 0.32; DAT uptake mod: 0.227; PostGolgi yeast: 9.6; PostGolgi ctrl: 1.3; CYP2C9 inh: 6.8; E coli WT exp: -1.0; PTPN22 act: -4.7

How did CC(=O)Nc1ccc2c(c1)nc(CCN1CCC(C)CC1)n2C do in these assays?
PTPN22 inh 2: 8.0; CYP2C9 activ: 1.7; Pyk2 oligo antag: 0.3; DAT uptake mod: 0.051; PostGolgi yeast: 6.8; PostGolgi ctrl: 22.4; CYP2C9 inh: -66.2; E coli WT exp: 8.0; PTPN22 act: -7.1

Results for CCOC(=O)c1cc2sc(C)cc2n1C(C)C(=O)OCC (centres undefined) ?
PTPN22 inh 2: 2.0; CYP2C9 activ: 0.5; Pyk2 oligo antag: -0.19; DAT uptake mod: 0.0429; PostGolgi yeast: 11.7; PostGolgi ctrl: 16.8; CYP2C9 inh: 54.5*; E coli WT exp: 6.0; PTPN22 act: 0.8

What do the screens show for `Cn1c(SCC(=O)c2ccc(F)cc2)nnc1-c1ccccc1N`?
PTPN22 inh 2: -16.0; CYP2C9 activ: 1; Pyk2 oligo antag: -0.04; DAT uptake mod: -0.28; PostGolgi yeast: 19.6; PostGolgi ctrl: 8.0; CYP2C9 inh: -0.2; E coli WT exp: -2.0; PTPN22 act: 13.8

Results for O=C(c1noc2c1CCc1ccccc1-2)N1CCOCC1 ?
PTPN22 inh 2: -1.8; CYP2C9 activ: 3.2*; Pyk2 oligo antag: -0.25; DAT uptake mod: 1; PostGolgi yeast: 12.7; PostGolgi ctrl: -0.4; CYP2C9 inh: -216.0; E coli WT exp: 4.0; PTPN22 act: -1.0

What do the screens show for `Cc1nc2nc(COc3ccccc3)[nH]n2c(=O)c1Cc1ccccc1`?
PTPN22 inh 2: 12.4; CYP2C9 activ: 0.8; Pyk2 oligo antag: 0.64; DAT uptake mod: 0.192; PostGolgi yeast: -5.8; PostGolgi ctrl: -7.2; CYP2C9 inh: 17.5; E coli WT exp: -1.0; PTPN22 act: -13.1

How did CCc1nnc(N/N=C/c2c(Cl)cccc2Cl)n1N do in these assays?
PTPN22 inh 2: 7.7; CYP2C9 activ: 1.1; Pyk2 oligo antag: 0.41; DAT uptake mod: -0.11; PostGolgi yeast: -0.2; PostGolgi ctrl: 7.1; CYP2C9 inh: -10.9; E coli WT exp: 6.0; PTPN22 act: -5.7

What do the screens show for `COc1ccc(C2OC(=O)c3ccccc3S2)cc1` (centres undefined)?
PTPN22 inh 2: 2.1; CYP2C9 activ: 1; Pyk2 oligo antag: 1.31; DAT uptake mod: 0.243; PostGolgi yeast: -12.1; PostGolgi ctrl: -3.3; CYP2C9 inh: 2.6; E coli WT exp: 10.0; PTPN22 act: -4.5

What do the screens show for `CCOc1ccc(NC(=O)C(C)Sc2nnnn2C)cc1` (centres undefined)?
PTPN22 inh 2: 6.4; CYP2C9 activ: 1.1; Pyk2 oligo antag: 0.14; DAT uptake mod: -0.309; PostGolgi yeast: 0.3; PostGolgi ctrl: 13.0; CYP2C9 inh: -14.3; E coli WT exp: -3.0; PTPN22 act: -7.1

How did Cc1cc(C)n(CCOC(=O)c2sc3ccccc3c2Cl)n1 do in these assays?
PTPN22 inh 2: -11.9; CYP2C9 activ: 1.2; Pyk2 oligo antag: 2.44; DAT uptake mod: -0.0226; PostGolgi yeast: -1.3; PostGolgi ctrl: 20.9; CYP2C9 inh: -17.7; E coli WT exp: -8.0; PTPN22 act: 10.8

Compounds as they come (roughly 24% active in at least one column).
